NPSR antagonist: qHTS Assay for Antagonists of the Neuropeptide S Receptor: cAMP Signal Transduction; CHO-NPSR cells, cAMP TR-FRET, antagonist mode; Potency, µM (top dose mostly 38.3 µM), for inactives: at the highest dose activity change, negative = inhibition, hits mostly inhibitors; 220,000 compounds, 1% hits; further: potency means the concentration at half of the fitted maximal effect; on the % scale 0 is the no-effect control and ±100 the full control effect; nearly all actives have a fitted effect of over 50% in size; many of its hits are not listed in these tables
Target sequence (Q6W5P4 whole entry, looked up): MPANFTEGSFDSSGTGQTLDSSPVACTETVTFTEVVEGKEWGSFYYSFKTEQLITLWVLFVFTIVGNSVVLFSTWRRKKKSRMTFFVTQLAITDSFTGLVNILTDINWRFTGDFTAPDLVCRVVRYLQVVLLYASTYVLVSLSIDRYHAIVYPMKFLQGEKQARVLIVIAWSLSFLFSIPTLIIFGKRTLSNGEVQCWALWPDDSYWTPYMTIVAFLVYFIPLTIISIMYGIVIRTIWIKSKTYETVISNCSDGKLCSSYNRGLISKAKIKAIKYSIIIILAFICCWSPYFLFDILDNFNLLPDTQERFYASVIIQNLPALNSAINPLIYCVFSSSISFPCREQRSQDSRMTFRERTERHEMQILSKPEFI
KinaseGlo FLuc: Counterscreen for Luciferase (Kinase-Glo TM) Inhibition; Kinase-Glo luciferase, ATP luminescence, 8 min; Potency, µM (highest dose often 38.3 µM), for inactives: at the top dose activity change, negative = inhibition, actives largely listed as inhibitors; 200,000 compounds, 0.28% hits; AID 1379, 2008; Luciferin 4-monooxygenase (Photuris pensylvanica), Q27757; further: potency means the concentration at half of the fitted maximal effect; on the % scale 0 is the no-effect control and ±100 the full control effect; nearly all actives have a fitted effect of over 60% in size
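Substrate mix (final 50 mM imidazole pH 7.2, 50 mM KCl, 7 mM MgCl2, 10 uM ATP, 0.01% Tween 20, 0.05% BSA) plus pin-tool compound, then Kinase-Glo detection mix; 8 min ambient, luminescence read.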
CBFb-RUNX1 inh: qHTS Assay for Compounds Blocking the Interaction Between CBF-beta and RUNX1 for the Treatment of Acute Myeloid Leukemia | 230,000 tested, under 10 active | Potency, µM (highest dose often 59.8 µM), for inactives: at the top dose activity, negative = inhibition, usual class: inhibitors | AID 1477, 2009 | AlphaScreen CBFb-His/RUNX1-biotin binding, biochemical; further: % of control where 0% means no effect
Target sequence (Q01196 whole entry, looked up): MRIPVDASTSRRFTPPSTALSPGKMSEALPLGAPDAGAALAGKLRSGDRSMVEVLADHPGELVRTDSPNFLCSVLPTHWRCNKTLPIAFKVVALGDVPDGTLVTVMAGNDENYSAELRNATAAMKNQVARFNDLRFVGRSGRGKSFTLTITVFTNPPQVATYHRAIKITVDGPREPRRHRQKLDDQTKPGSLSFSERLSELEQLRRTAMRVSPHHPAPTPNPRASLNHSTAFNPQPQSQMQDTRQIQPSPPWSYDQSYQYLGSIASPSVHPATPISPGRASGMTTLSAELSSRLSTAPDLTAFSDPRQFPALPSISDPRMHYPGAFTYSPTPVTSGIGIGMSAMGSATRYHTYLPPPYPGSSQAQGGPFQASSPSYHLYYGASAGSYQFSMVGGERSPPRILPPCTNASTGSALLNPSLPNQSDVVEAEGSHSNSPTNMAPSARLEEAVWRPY
Target sequence (Q13951 whole entry, looked up): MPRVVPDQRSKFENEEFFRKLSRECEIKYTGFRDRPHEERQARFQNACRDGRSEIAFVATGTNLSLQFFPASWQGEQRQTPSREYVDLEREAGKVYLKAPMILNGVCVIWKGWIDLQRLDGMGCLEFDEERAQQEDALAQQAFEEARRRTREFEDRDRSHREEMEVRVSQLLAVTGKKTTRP
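Proteins preincubated together for 20 min at RT before compound addition; 15 min later, nickel and streptavidin beads were added and left 90 min prior to AlphaScreen measurement.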
HttQ103 aggreg: qHTS Multiplex Assay to Identify Dual Action Probes in a Cell Model of Huntington: Aggregate Formation (GFP); Potency, µM (doses to about 46.1 µM), for the others: at the highest dose activity change, negative = inhibition, actives largely listed as inhibitors; 220,000 compounds, 1.1% hits; PC12 HttQ103-GFP aggregates, Acumen cytometry, 40 h; further: potency means the concentration at half of the fitted maximal effect; on the % scale 0 is the no-effect control and ±100 the full control effect; nearly all actives have a fitted effect of over 60% in size
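PC12 cells stably carrying ecdysone-inducible HTT exon 1 Q103–GFP were induced with tebufenozide (100 nM final) and treated with library compounds in titration. GFP aggregates in lysates were counted by laser scanning cytometry.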
IMPase Li inh: qHTS Assay for Identifying the Cell-Membrane Permeable IMPase Inhibitors: Potentiation with Lithium | CHO-M1 cells, IP1 TR-FRET (IP-One), carbachol + lithium | Potency, µM (titrated, usually from 59.4 µM), without a hit: at the highest dose activity, negative = IMPase inhibition, usual class: inhibitors | 210,000 compounds, 0.35% hits;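 further: IP1 builds up when IMPase is blocked and the TR-FRET signal falls; potency means the concentration at half of the fitted maximal effect; plate controls were basal vehicle for no effect and high inhibitor control for full effect; nearly all actives have a fitted effect of over 50% in size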
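Lithium-sensitised IP1 accumulation assay; M1-expressing CHO cells treated 30 min at 37C with compound. Competitive antibody detection by time-resolved FRET followed a 10 min room-temperature lysis step.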
Epigenetic derep: Quantitative High-Throughput Screen for Regulators of Epigenetic Control | murine LDR cells, GFP reporter derepression, 30 h | Potency, µM (doses to about 53.9 µM), inactives show at the top dose GFP activation, usual class: activators | 280,000 compounds, 0.2% hits | AID 1865, 2009; further: potency means the concentration at half of the fitted maximal effect; % of control where 0% means no effect; nearly all actives have a fitted effect of over 60% in size
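In this reporter-derepression format, murine cells bearing a silenced integrated CMV-GFP locus incubate with test compound (30 h, 37 C), then are washed and imaged; fluorescent objects of 20–120 um count as induced cells.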
L3MBTL1 inh: qHTS Assay for the Inhibitors of L3MBTL1 | AlphaScreen L3MBTL1–H3K9me1 peptide binding | Potency, µM (doses to about 57.1 µM), for the others: at the top dose activity, negative = inhibition, usual class: inhibitors | 230,000 compounds, 0.66% hits | AID 485360, 2010; further: potency means the concentration at half of the fitted maximal effect; on the % scale 0 is the no-effect control and ±100 the full control effect; nearly all actives have a fitted effect of over 60% in size
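First, the protein-peptide complex forms for 30 min at room temperature (L3MBTL1 50 nM, biotinylated H3K9me1 peptide 75 nM). Next, compounds are pin-transferred and incubated 30 min. Finally, AlphaScreen beads are added and read after 30 min.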
* hit, by the source's call; ? = inconclusive; . = no result given; [ ] = dose if it differs, or a comment. The call rests on the fitted dose curve; in most records, active means well fitted curve in the direction sought with a large enough effect; inconclusive means small, poorly fitted or top-dose-only effect, or another doubt; inactive means no such curve, though single readings can be large; an effect the other way counts as inactive or inconclusive. Not all compounds are listed; count on the stated rates, not on these rows.

SMILES	NPSR antagonist	KinaseGlo FLuc	CBFb-RUNX1 inh	HttQ103 aggreg	IMPase Li inh	Epigenetic derep	L3MBTL1 inh
CCCCOC(C)n1cc(F)c(=O)[nH]c1=O (configuration not stated)	12%	1%	-5%	15%	5%	0.0%	6%
Fc1ccccc1-c1nc(N2CCCCC2)c2ccccc2n1	-23%[46.1 µM]	0%	9%	6%	19%	1.0%	19%
O=C(NNS(=O)(=O)c1cccc(Cl)c1Cl)c1cccc(S(=O)(=O)N2CCOCC2)c1	8%	4%	2%	-11%	3%	0.0%	6%
COc1ccc(C(=O)COC(=O)CN2C(=O)C3C4C=CC(C4)C3C2=O)cc1 (configuration not stated)	-5%[46.1 µM]	-1%	3%	-8%	35%[38.3 µM]	0.0%	.
O=C(Cn1ncc2c1-c1ccccc1OC2)Nc1nc2ccccc2s1	-15%[46.1 µM]	-1%	-1%	-11%	14%[38.3 µM]	-0.6%	-3%
COc1cc2nc(CN3CCC(C(O)(c4ccccc4)c4ccccc4)CC3)[nH]c(=O)c2cc1OC	-4%	-3%	-2%	-6%	13%	-3.8%	4%
CSc1c(C#N)c(N)nc2sc(C(=O)c3ccc(Cl)c(Cl)c3)c(N)c12	-53%	.	-21%	-6%[9.22 µM]	.	3.1%	.
CCCc1nnc(NC(=O)c2cccs2)s1	-9%[46.1 µM]	-3%	3%	2%	-9%[38.3 µM]	4.5%	0%
COc1cccc(/C=C/C(=O)OCC(=O)NCCC2=CCCCC2)c1	-9%	4%	-2%	21%	9%	-1.1%	-4%[2.29 µM]
Cc1nc2ccc(NC(=S)NC3CC3)cc2nc1C	16%	-2%	5%	14%	1%	0.0%	5%
O=C(NCc1ccccn1)C1CCN(S(=O)(=O)c2cnc[nH]2)CC1	-6%[46.1 µM]	0%	1%	-12%	7%[38.3 µM]	0.0%	.
Cc1cccc(NC(=O)NCCN2C(=O)C3C4C=CC(C4)C3C2=O)c1 (configuration not stated)	-2%[46.1 µM]	-3%	1%	0%	-1%[38.3 µM]	0.7%	0%

Five of the compounds above, with values under each structure:
Values in the order – NPSR antagonist, KinaseGlo FLuc, CBFb-RUNX1 inh, HttQ103 aggreg, IMPase Li inh, Epigenetic derep, L3MBTL1 inh
COc1cccc(/C=C/C(=O)OCC(=O)NCCC2=CCCCC2)c1
    -9%, 4%, -2%, 21%, 9%, -1.1%, -4%[2.29 µM]
COc1cc2nc(CN3CCC(C(O)(c4ccccc4)c4ccccc4)CC3)[nH]c(=O)c2cc1OC
    -4%, -3%, -2%, -6%, 13%, -3.8%, 4%
COc1ccc(C(=O)COC(=O)CN2C(=O)C3C4C=CC(C4)C3C2=O)cc1 (configuration not stated)
    -5%[46.1 µM], -1%, 3%, -8%, 35%[38.3 µM], 0.0%, .
O=C(Cn1ncc2c1-c1ccccc1OC2)Nc1nc2ccccc2s1
    -15%[46.1 µM], -1%, -1%, -11%, 14%[38.3 µM], -0.6%, -3%
Fc1ccccc1-c1nc(N2CCCCC2)c2ccccc2n1
    -23%[46.1 µM], 0%, 9%, 6%, 19%, 1.0%, 19%

(listing goes on)
SMILES	NPSR antagonist	KinaseGlo FLuc	CBFb-RUNX1 inh	HttQ103 aggreg	IMPase Li inh	Epigenetic derep	L3MBTL1 inh
O=C(c1c(F)cccc1F)N1CCN(c2cccc(C(F)(F)F)c2)CC1	-24%[46.1 µM]	-2%	3%	-1%[9.22 µM]	12%[38.3 µM]	?	-7%
CC(C)N1C(=O)c2ccccc2C1C(=O)NC1CCCCCC1 (configuration not stated)	-10%[46.1 µM]	0%	7%	?	-19%[38.3 µM]	0.9%	41%[activator]
CCN(CC)C(=O)Cc1cn(C)c2ccccc12	27%	-4%	2%	2%	0%	0.1%	.
CCOC(=O)C1CCN(C(=O)c2ccc(OC)cc2OC)CC1	12%[46.1 µM]	-2%	7%	9%	12%[38.3 µM]	0.9%	10%
Cc1ccccc1OCCCCCn1ccnc1	6%[46.1 µM]	-2%	1%	-43%	11%[38.3 µM]	-0.2%	-2%
Cc1ccc(OCc2nc(C#N)c(N3CCN(Cc4ccccc4)CC3)o2)cc1	?	-4%	?	-10%	43%[activator][38.3 µM]	-13%	-26%
O=C(NCc1ccc(N2CCCC2=O)cc1)c1cn(Cc2ccccc2)nn1	10%[46.1 µM]	-1%	3%	9%[9.22 µM]	-6%[38.3 µM]	0.0%	-3%
C/C(=N\NC(=O)c1nc2ccccn2c1C)c1cc2ccccc2o1	3%	3%	-14%	-9%	-2%	-1.3%	.
Cc1cc(C)c2ccc(N)nc2c1O	-12%[46.1 µM]	-2%	-10%	8.9µM*	28%[38.3 µM]	?	4%
CC(C)(C)c1ccc(-c2nc(C=O)c3ccccn23)cc1	-23%[46.1 µM]	0%	19%	-31%	-4%[38.3 µM]	-1.0%	16%
CCCN(CCC)CCCNC(=O)c1ccc2c(c1)N(CC)C(=O)c1ccccc1S2=O (configuration not stated)	-12%[46.1 µM]	-6%	-3%	2%	-5%[38.3 µM]	5.7%	3%
Nc1n[nH]c(-c2ccc([N+](=O)[O-])cc2[N+](=O)[O-])n1	-4%	-1%	2%	-19%[9.22 µM]	-2%	0.0%	4%
O=C1NCCN(Cc2ccoc2)C1CC(=O)N(CCO)Cc1ccccc1 (configuration not stated)	-4%	1%	0%	12%[9.22 µM]	2%	-0.1%	9%
Cc1ccc(C23CC4CC(CC(NC(=O)NC(C)(C)CO)(C4)C2)C3)cc1	-1%[46.1 µM]	1%	1%	-32%	50%[activator][38.3 µM]	-3.1%	.
N#C/C(=C(/O)c1ccc(-c2cccc([N+](=O)[O-])c2)o1)c1nc2ccccc2s1	10%	-1%	?	11µM*	3%	1.1%	.
COC(=O)CC1C(=O)NC(C)=C1C(=O)OC (configuration not stated)	-17%	.	4%	1%[9.22 µM]	.	0.0%	-2%
COc1ccc(NS(=O)(=O)c2cc(NC(=O)CCSc3ccccc3)ccc2OC)cc1	-25%	-3%	2%	24%	6%	-1.1%	2%
Oc1ccc(-c2nccc(-c3cccs3)n2)cc1	-17%[46.1 µM]	1%	-1%	0%	-5%[38.3 µM]	-0.5%	12%
CS(=O)(=O)ON=C1CCN(S(=O)(=O)c2ccccc2)CC1	8%	0%	6%	-6%	0%	2.5%	.
O=S(=O)(Nc1ccc(N2CCOCC2)cc1)c1ccc(Cl)s1	-15%[46.1 µM]	-4%	-2%	-3%	-3%[38.3 µM]	1.0%	.
C=CCNC(=S)N(CC)c1cccc2ccccc12	-11%	1%	4%	10%	5%	1.1%	4%
COc1ccc(-c2csc(C3=C(O)CN(CCCN4CCCC4=O)C3=N)n2)cc1OC	2%	7%	-3%	6%	23%	-2.2%	10%
O=C1CCCC(=O)N1c1ccc(N2CCN(c3ccccc3)CC2)c([N+](=O)[O-])c1	16%	0%	-13%	32%	-1%	-1.8%	0%
CCN(CC)c1ccc(-n2c(C)c(C(C)=O)c(C(C)=O)c2C)cc1	-23%[46.1 µM]	-2%	-19%	22µM*	4%[38.3 µM]	-7.6%	-5%
COc1cc(C(=O)NCCOc2cccc(C)c2)c(Br)c(OC)c1OC	-11%[46.1 µM]	-1%	4%	-1%	2%[38.3 µM]	0.8%	7%
COc1cccc(C2Nc3cc(Cl)c(S(N)(=O)=O)cc3S(=O)(=O)N2)c1 (configuration not stated)	-1%[46.1 µM]	0%	3%	11%	12%[38.3 µM]	-0.4%	.
COc1ccc(C(=O)NC2CCCCCC2)cc1S(=O)(=O)Nc1ccc(Br)cc1	-23%[46.1 µM]	-4%	4%	2%	37%[activator][38.3 µM]	-1.5%	.
COc1ccc(Cl)cc1NC(=O)Cn1c(NCCO)nc2ccccc21	2%	1%	-3%	1%	4%	-0.1%	4%
O=C(CCN1C(=O)/C(=C/c2ccc3c(c2)OCO3)SC1=S)Nc1ccccc1	-37%	-1%	0%	17%	3%	1.1%	10%
COc1ccc(-c2nnc3sc(-c4ccccc4OC)nn23)cc1	-15%[7.67 µM]	14%	3%	-10%	-4%[38.3 µM]	0.5%	-1%
COc1cc(C(CC(=O)N2CCOCC2)c2c(OC)cc(OC)c3ccc(=O)oc23)cc(OC)c1OC (configuration not stated)	19%	.	8%	-4%[9.22 µM]	.	-1.1%	.
O=CN1CCN(C(=O)c2ccc(-c3nc4ccccc4s3)s2)CC1	20%	-8%	0%	-1%	?	1.1%	.
Cc1c(/C=C2\SC(=Nc3cccc(C(=O)O)c3)NC2=O)c2ccccc2n1C	-3%	.	0%	-17%[9.22 µM]	.	3.0%	.
Cc1cccc(N=Nc2c(N)n[nH]c2-c2ccc(Cl)cc2)c1	-3%[46.1 µM]	3%	-20%	6%	2%[38.3 µM]	7.5%	-5%
Cc1cc(NC(=O)CN2C(=O)/C(=C/c3cccc(Br)c3)SC2=S)no1	-17%	-2%	2%	-1%	0%	-0.2%	-7%
Cc1ccccc1-c1ccc(=O)n(CC(=O)Nc2ccc(S(=O)(=O)N(C)C)cc2)n1	-8%	-5%	3%	.	-2%	0.0%	-8%
CCCCS/C(N)=N/N=C/c1cc(C)ccc1O	-10%[46.1 µM]	-4%	4%	?	20%[38.3 µM]	1.0%	.
CCN1CCN(c2ccc(NC(=O)c3ccc4c(c3)OCO4)cc2)CC1	-26%[46.1 µM]	2%	2%	0%	22%	-2.2%	-8%
COc1ccc(CC(=O)Nc2ccc3nc(SC)sc3c2)cc1OC	-19%	0%	-13%	-14%	-2%	-0.6%	-2%
C/C(CCc1ccco1)=N/NC(=O)CCC(=O)Nc1ccc(Br)cc1	21%	-3%	-6%	-17%	-1%	0.3%	2%
Cc1ccc(NC(=O)CSc2nnc(-c3ccncc3)o2)cc1C	-7%	3%	1%	20%	3%	-1.0%	5%
CCCN1C2CCCC1CC(NC(=O)c1ccc(F)cc1)C2 (configuration not stated)	4%[46.1 µM]	.	-4%	-6%	.	?	9%
COc1ccccc1-c1cc(C(=O)NCCCn2ccnc2)no1	5%[46.1 µM]	0%	24%	13%	8%[38.3 µM]	0.9%	-3%[11.4 µM]
CCOC(=O)C1=C(CC)OC(N)=C(C#N)C1c1ccsc1 (configuration not stated)	-3%	-1%	-1%	9%	-1%	-4.8%	-11%
N#C/C(=N\Nc1ccc(Br)cc1)C(=N)N1CCOCC1	-6%	-1%	-7%	-4%	-2%	11%	.
Cc1cc(C)c(NC(=O)COC(=O)/C=C/c2cccc(C(F)(F)F)c2)c(C)c1	15%	2%	-2%	?	3%	0.0%	3%

From PubChem
